Screening results from PubChem.
hcDAF-12 act: H. contortus DAF-12 nuclear receptor activators, primary screen, cell-based, luminescence, HEK293, lit1-tk-luc reporter. actives 1.4% (n = 370,000). activation, % at 6.8 µM. HEK293 hcDAF-12 lit1-tk-luc reporter; 0% DMSO, 100% Δ7-dafachronic acid;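 active = activation above the mean of all tested compounds plus 3 SD, cut at about 5.5% in these data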;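 note: 100% = response to 3 µM Δ7-dafachronic acid high control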
SMARCA2 act: SMARCA2 (BRM) function activators, primary screen, cell-based, luminescence, high throughput; AID 652017, 2013; actives 1% (n = 370,000); activation, % at 9.1 µM; MG213 cells, MMTV-luciferase reporter, dexamethasone, overnight; in the data active = activation above about 7.8%;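 note: 0% = vehicle wells and 100% = reference activator wells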
GC-A act: GC-A stimulated cGMP production enhancers – HEK293 GC-A cells, cGMP TR-FRET, EC30 ANP, primary screen | Atrial natriuretic peptide receptor 1 (Homo sapiens), P16066 | 0% at EC30 ANP, 100% saturating ANP | activation, % at 10 µM | actives 0.14% (n = 370,000) | AID 1671463, 2021; in the data active = activation above about 40%
Target sequence (P16066 whole entry, looked up): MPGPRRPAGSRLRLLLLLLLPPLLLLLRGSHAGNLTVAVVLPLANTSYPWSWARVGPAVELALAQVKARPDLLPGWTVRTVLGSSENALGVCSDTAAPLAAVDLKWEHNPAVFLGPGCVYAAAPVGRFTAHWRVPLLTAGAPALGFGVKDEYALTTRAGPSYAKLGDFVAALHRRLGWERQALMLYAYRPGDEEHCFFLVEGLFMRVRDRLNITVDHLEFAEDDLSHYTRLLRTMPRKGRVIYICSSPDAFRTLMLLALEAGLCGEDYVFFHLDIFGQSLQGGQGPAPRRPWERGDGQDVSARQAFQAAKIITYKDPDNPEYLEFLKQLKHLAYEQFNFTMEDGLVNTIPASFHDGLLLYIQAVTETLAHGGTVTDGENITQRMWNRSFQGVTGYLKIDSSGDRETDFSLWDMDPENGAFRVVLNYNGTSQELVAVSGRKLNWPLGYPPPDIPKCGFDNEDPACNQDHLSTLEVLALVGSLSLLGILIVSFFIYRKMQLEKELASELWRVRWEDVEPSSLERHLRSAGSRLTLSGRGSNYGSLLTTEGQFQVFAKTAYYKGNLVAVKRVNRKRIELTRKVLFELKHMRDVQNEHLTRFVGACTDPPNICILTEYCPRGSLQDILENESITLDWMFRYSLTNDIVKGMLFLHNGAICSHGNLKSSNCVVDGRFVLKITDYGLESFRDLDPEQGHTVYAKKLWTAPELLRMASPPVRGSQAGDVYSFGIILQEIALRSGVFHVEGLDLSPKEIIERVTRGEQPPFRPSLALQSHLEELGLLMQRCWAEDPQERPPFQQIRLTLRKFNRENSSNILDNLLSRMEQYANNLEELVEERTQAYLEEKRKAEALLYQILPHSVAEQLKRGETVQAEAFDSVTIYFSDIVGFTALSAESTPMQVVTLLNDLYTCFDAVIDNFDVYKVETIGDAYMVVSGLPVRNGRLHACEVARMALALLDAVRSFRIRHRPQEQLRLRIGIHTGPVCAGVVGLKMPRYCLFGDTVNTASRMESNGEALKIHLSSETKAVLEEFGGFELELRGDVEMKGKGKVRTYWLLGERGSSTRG
hgDAF-12 ag: H. glycines DAF-12 receptor agonists, primary screen, cell-based, luminescence, HEK293, GAL4 fusion, UAS-luciferase. Nuclear hormone receptor DAF-12 (Heterodera glycines), GAL4 fusion. HEK293 GAL4-hgDAF12 UAS-luciferase reporter, agonist luminescence; normalized to butyrate control. activation, % at 6.8 µM. actives 1.8% (n = 370,000). AID 687014, 2013;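 active = activation above a cutoff set at the mean of all screened compounds plus 3 SD, cut at about 10% in these data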;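 note: 0% = DMSO wells and 100% = sodium butyrate wells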
DAX1 inh-1: DAX1 (NR0B1) inhibitors, primary screen, cell-based, HEK293, Gal4-DAX1, luciferase luminescence; HEK293 Gal4-DAX1 luciferase reporter; AID 504766, 2011; Nuclear receptor subfamily 0 group B member 1 (Homo sapiens), P51843; actives 0.99% (n = 340,000); inhibition, % at 6.75 µM;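 active = inhibition above the mean over all tested compounds plus 3 SD, cut at about 4.2% in these data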;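 note: 0% = DAX1-transfected cells with DMSO and 100% = empty-vector control cells with DMSO; inhibition shows as a rise in luminescence from relieved DAX1 repression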
proKLK7 act: proKLK7 zymogen activators, primary screen, biochemical, fluorescence intensity | Kallikrein-7 (Homo sapiens), P49862 | purified proKLK7, EDANS-DABCYL substrate fluorescence; 100% is mature enzyme control, 0% vehicle | activation, % at 7 µM | actives 0.9% (n = 370,000) | AID 652039, 2013;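 active = activation above the mean of all tested compounds plus 3 SD, computed per campaign excluding outliers beyond control limits, cut at about 13% in these data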
FXN GAA850 act: FXN promoter activators, primary screen, cell-based, luciferase luminescence, HEK293 lucGAA850. HEK293 lucGAA850 FXN promoter luciferase reporter, 24 h; percent of 10 µM SAHA response. actives 0.56% (n = 360,000). activation, % at 6 µM;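 active = activation above the average of all compounds screened plus 3 SD, cutoff fixed separately per campaign, cut at about 7.5% in these data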;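 note: 0% = DMSO wells and 100% = 10 µM SAHA wells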
sPLA2-III inh: human group III sPLA2 inhibitors, primary screen, biochemical, QFRET, BODIPY PC-A2 liposome substrate. actives 0.56% (n = 370,000). QFRET BODIPY PC-A2 liposome hydrolysis, fluorescence. Group 3 secretory phospholipase A2 (Homo sapiens), Q9NZ20. inhibition, % at 12.2 µM;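 active = inhibition above mean plus 3 SD of compounds lying within the high and low control bounds, cut at about 19% in these data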;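 note: 0% = median of test compound wells and 100% = no enzyme DMSO wells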
DAX1 inh-2: DAX1 (NR0B1) inhibitors on StAR promoter, primary screen, cell-based, luminescence, SF-1 (NR5A1), full-length DAX-1. HEK293T StAR-luciferase reporter, SF-1/DAX-1 repression relief. actives 1.1% (n = 370,000). inhibition, % at 6.8 µM. AID 652010, 2013;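 active = inhibition above the mean over all tested compounds plus 3 SD, cut at about 3.6% in these data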;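 note: 0% = DAX-1 cells with DMSO and 100% = cells lacking DAX-1 with DMSO; higher inhibition means more luminescence from relief of DAX-1 repression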
ssDAF12 agonist: S. stercoralis DAF-12 nuclear receptor activators, primary screen, cell-based, luminescence, HEK293, GRIP1 co-expression, lit1-tk-luc; Nuclear hormone receptor DAF-12 (Strongyloides stercoralis); actives 1% (n = 370,000); activation, % at 6.8 µM; HEK293 ssDAF-12/GRIP1 lit1-tk-luc reporter; % of 3 µM dafachronic acid response;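 active = activation above the mean over all tested compounds plus 3 SD, cut at about 0.9% in these data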;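 note: 0% = DMSO-only wells and 100% = 3 µM delta7-dafachronic acid wells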
NPR2 activator: human GC-B receptor activators, primary screen, HEK293 GC-B cells, cGMP TR-FRET, EC30 CNP. Atrial natriuretic peptide receptor 2 (Homo sapiens), P20594. 0% at EC30 CNP, 100% saturating CNP. actives 0.11% (n = 370,000). activation, % at 10 µM;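 active = activation at 10 µM reaching about 35% in either raw or pattern-adjusted values, limit read from the data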
Active calls of the source: *; . = not tested or not shown.

SMILES	hcDAF-12 act	SMARCA2 act	GC-A act	hgDAF-12 ag	DAX1 inh-1	proKLK7 act	FXN GAA850 act	sPLA2-III inh	DAX1 inh-2	ssDAF12 agonist	NPR2 activator
Cc1cc(C)c2c(=O)n3c(nc2c1)C(Cc1ccc(O)cc1)NC(=O)c1cccnc1-3 (configuration not stated)	-2.3	0	-10	-3.4	1.1	0.6	-0.7	-19	-1.6	-0.6	-1
CCOC(=O)c1c(S(=O)(=O)N2c3ccccc3CC2C)c(C)n(C)c1C (configuration not stated)	-0.4	-1	-8	-1.3	-0.5	-0.1	-0.2	1	-0.3	-0.8	-3
NS(=O)(=O)c1ccc(CCNC(=O)c2cnc(Cl)c(Cl)c2)cc1	-0.8	1	3	-1.4	0.4	0.6	0.3	-5	0.1	-1.1	-1
CC(C)[C@H](NC(=O)N1CC(=O)Nc2ccccc21)C(=O)N[C@H](C(=O)O)c1ccccc1	3.0	0	6	-0.3	-0.6	-0.2	-0.2	2	0.1	-1.1	5
O=C(CSc1nnnn1-c1cccc2c1CCCC2)N1CCCCC1	-1.4	-3	2	-2.1	-1.2	0.4	0.6	-2	-1.1	-1.6	-2
CC(C)Cc1nnc(NC(=O)CCC(=O)NC2CC2)s1	-0.3	-1	5	3.6	0.7	0.9	0.5	3	1.0	-1.3	3
COc1ccc(NC(=S)N(CCc2c(C)[nH]c3ccc(C)cc23)Cc2cccnc2)cc1	-0.5	-2	-12	-1.9	-0.6	-0.5	-1.7	-7	-0.7	-1.4	-7
O=Nc1c(O)c2ccccc2c2ccccc12	-4.8	-8	0	-12	-6.1	0.3	-0.6	-121	-3.0	-2.4	-2
C/C(=N\NC(=O)CCc1c[nH]c2ccccc12)c1ccc([N+](=O)[O-])cc1	-1.2	-2	3	0.3	0.5	-0.1	3.2	-54	-1.2	-1.9	-2
CCOc1ccc(OCC)c(NC(=O)CSCCc2ccccn2)c1	4.8	3	0	-1.5	0.6	0.1	3.2	-3	-0.1	-2.1	3
CNC(=O)c1cc2c(s1)CCCCCC2	-0.3	-3	1	-1.5	0.8	0.8	1.7	0	-0.2	-1.0	5
CCN(Cc1ccccc1)S(=O)(=O)c1ccc(OC)cc1	-1.1	-1	1	-1.6	0.3	-0.4	1.3	-4	-0.5	-1.1	-3
COC(=O)c1ccc(Nc2ccc3nonc3c2[N+](=O)[O-])cc1	-1.4	-4	-2	0.8	0.1	0.0	0.8	1	-0.4	-1.8	-1
CCOC(=O)c1ccc(NC(=O)CCc2c(C)nc3ncnn3c2C)cc1	-0.4	1	-2	0.9	0.3	-0.2	2.1	3	0.7	-2.0	4
CCCc1nnc(NC(=O)CN2C(=O)C3C4C=CC(C4)C3C2=O)s1 (configuration not stated)	-2.3	-2	1	0.7	-0.3	-0.5	-1.7	-3	0.1	-0.6	-2
CCOc1ccccc1N1CCN(C(=O)NC(C)c2ccc(F)c(F)c2)CC1 (configuration not stated)	-2.3	-3	-5	0.7	-1.3	-0.2	-2.3	-1	-0.6	-1.2	2
Cc1ccc(NC(=O)CSc2nnc3n2CCCCC3)cc1S(=O)(=O)N1CCOCC1	-2.1	-3	5	0.8	0.1	0.8	-0.4	-3	-0.2	-1.6	3
CCCCCNC1=CC(=O)CC(c2ccccc2)C1 (configuration not stated)	-1.1	1	1	-1.3	0.9	0.4	-0.2	1	-0.4	-1.2	-7
CC(=O)c1ccc(N2CCN(CC(=O)Nc3cc(C)on3)CC2)cc1	-0.7	0	-3	-0.8	-0.4	0.5	-0.3	1	0.7	-1.4	-3
O=C(O)c1sccc1Oc1ccc(F)cc1[N+](=O)[O-]	0.3	-3	2	-0.8	0.6	-0.2	0.4	-5	-0.5	-0.8	-1
Cc1cc(=O)n2cc(-c3ccccc3)nc2[nH]1	0.3	3	2	3.6	1.1	16*	0.9	1	2.0	-1.2	2
COc1ccc(-n2ncc3c(NCc4ccc5c(c4)OCO5)ncnc32)cc1	1.8	-2	11	2.0	1.2	-0.2	3.2	-9	-0.7	-1.4	5
CCN(CC)S(=O)(=O)c1cccc(NC2=NCC(C)S2)c1 (configuration not stated)	-1.0	-4	-1	2.2	0.2	-0.3	0.8	-9	-0.3	0.0	-4
O=C(Nc1ccccc1Oc1ccccc1)C1=COCCO1	-1.9	-1	-3	1.4	-0.3	-0.3	-0.6	-8	0.9	-0.6	0
O=C(C(c1ccccc1)c1ccccc1)N1CCCc2ccccc21	1.1	-7	-26	-1.0	0.2	0.4	3.8	9	0.0	-0.4	-16
CCC(C(=O)NC1CCCC1)n1nc(C)n2c(cc3occc32)c1=O (configuration not stated)	-1.7	-2	0	-0.9	0.0	0.1	-0.4	6	0.3	-1.1	-3
CCCN(CC(=O)Nc1ccccc1C)C(=O)C1CC(=O)N(c2ccccc2C(C)CC)C1 (configuration not stated)	2.1	-1	0	1.6	-1.1	0.1	0.5	-1	0.6	-1.1	0
O=C(Nc1cccnc1)Nc1cccc(F)c1	-1.3	-1	0	2.2	2.9	0.5	0.6	-2	-0.3	-0.8	2
O=C(NCC(c1ccco1)N1CCc2ccccc2C1)c1ccccc1 (configuration not stated)	0.9	-1	-2	1.5	-0.3	-0.5	-0.4	-2	-1.6	-0.6	-3
O=C1CN(c2ccc(Br)cc2)C(=O)N1CC(=O)N1CCCc2ccccc21	-1.7	-3	-7	-0.6	-1.1	0.1	2.5	4	0.2	-1.7	2
CC1Cc2cc(/C(O)=C3/C(=O)C(=O)N(CCN4CCOCC4)C3c3cccc(Cl)c3)ccc2O1 (configuration not stated)	-1.1	-1	10	-1.4	-0.2	0.6	-1.5	-7	0.2	-1.0	-6
CCC1=NN(C(=O)c2cccc([N+](=O)[O-])c2)C(O)(c2ccc(C)cc2)C1 (configuration not stated)	-1.4	3	-1	5.5	0.3	-0.2	-0.8	-4	-0.3	-0.7	6
O=C(NC1CCCN(CCc2ccccc2)C1)c1c[nH]c2ccccc12 (configuration not stated)	-1.0	-2	-3	-0.6	0.8	-0.2	0.9	-3	0.8	-0.8	-1
Cc1ccc(C(=O)NC(=S)Nc2ccc(S(=O)(=O)N3CCN(C)CC3)cc2)cc1	-1.1	1	2	0.9	-0.9	0.0	0.4	-11	-0.2	-1.7	3
N#Cc1ccc(-c2nc3ccc(Cl)cn3c2Cc2cccc(F)c2)cc1	-3.3	0	22	4.8	.	-25	.	-10	0.3	-1.8	26
CCOC(=O)C1(Cc2ccccc2)CCN(Cc2ccc(C(F)(F)F)cc2)CC1	0.0	-3	6	3.8	.	-0.1	.	6	-0.1	-0.9	-1

Looked up one by one from the entries so far, five records:
SMILES	hcDAF-12 act	SMARCA2 act	GC-A act	hgDAF-12 ag	DAX1 inh-1	proKLK7 act	FXN GAA850 act	sPLA2-III inh	DAX1 inh-2	ssDAF12 agonist	NPR2 activator
CC1Cc2cc(/C(O)=C3/C(=O)C(=O)N(CCN4CCOCC4)C3c3cccc(Cl)c3)ccc2O1 (configuration not stated)	-1.1	-1	10	-1.4	-0.2	0.6	-1.5	-7	0.2	-1.0	-6
N#Cc1ccc(-c2nc3ccc(Cl)cn3c2Cc2cccc(F)c2)cc1	-3.3	0	22	4.8	.	-25	.	-10	0.3	-1.8	26
CCC(C(=O)NC1CCCC1)n1nc(C)n2c(cc3occc32)c1=O (configuration not stated)	-1.7	-2	0	-0.9	0.0	0.1	-0.4	6	0.3	-1.1	-3
O=C(Nc1cccnc1)Nc1cccc(F)c1	-1.3	-1	0	2.2	2.9	0.5	0.6	-2	-0.3	-0.8	2
Cc1ccc(C(=O)NC(=S)Nc2ccc(S(=O)(=O)N3CCN(C)CC3)cc2)cc1	-1.1	1	2	0.9	-0.9	0.0	0.4	-11	-0.2	-1.7	3

Next compounds
SMILES	hcDAF-12 act	SMARCA2 act	GC-A act	hgDAF-12 ag	DAX1 inh-1	proKLK7 act	FXN GAA850 act	sPLA2-III inh	DAX1 inh-2	ssDAF12 agonist	NPR2 activator
CN(C(=O)CSc1nnc(-c2ccccc2)c(-c2ccccc2)n1)C1CCS(=O)(=O)C1 (configuration not stated)	-0.8	-2	4	-1.2	0.5	0.1	-1.2	6	0.1	-1.3	-1
CN(C)CCCNC1=CC(=O)CC(c2ccccc2)C1 (configuration not stated)	0.2	-2	-4	0.7	-0.3	0.2	-1.0	-1	-0.1	-1.6	3
Cc1cc(C)c(OCC(=O)N(Cc2ccc(N(C)C)cc2)C2CCS(=O)(=O)C2)c(C)c1 (configuration not stated)	-0.7	-2	-4	1.5	-0.8	0.4	1.5	6	0.7	-1.7	-3
C=CCn1c(=O)c2c(nc(Br)n2Cc2ccccc2Cl)n(C)c1=O	1.5	1	9	-2.4	-1.3	-0.3	-0.4	0	-1.0	-0.9	3
COc1cc(OC)c2c(c1)OC(=O)CC2c1cc(OC)c(OC)c(OC)c1 (configuration not stated)	-1.3	-4	3	-1.1	1.4	-0.4	1.5	1	0.2	-0.7	8
O=C(CN(CC1CCCO1)S(=O)(=O)c1ccc(S(=O)(=O)NC2CC2)cc1)Nc1ccccc1 (configuration not stated)	-0.7	0	5	-1.9	0.0	1.0	-1.3	-23	-0.6	-0.5	6
Cc1ccc(CNC(=O)Cc2ccc(-n3cccc3)cc2)cc1	0.4	-1	1	1.7	-0.6	0.0	-3.0	-1	-1.6	-0.8	2
COC(=O)c1c(C)[nH]c(C)c1C(C)=O	-0.6	-2	2	-0.4	-0.2	0.2	-0.5	-1	-0.7	-1.5	7
Cc1cccc(NCc2nc3ccccc3n2C)c1	7.5*	7	-7	10	1.8	-0.2	1.8	3	2.1	0.8	-2
Cc1nc(SCc2cccc(Oc3ccccc3)c2)n[nH]1	1.7	1	3	4.3	0.5	0.5	4.0	-6	0.2	-1.2	10
Cn1c(/C=C/c2ccccc2)nc2ccccc2c1=O	5.1	1	0	6.2	0.8	0.4	6.3	6	0.3	-0.4	0
COCCCn1cc(C(=O)c2cc(Br)ccc2O)cc(C#N)c1=O	-0.7	0	-1	-2.3	2.5	-0.7	-0.1	-8	0.6	-1.2	-8
Cc1ccc(-n2c(COc3ccccc3)nnc2SCC(=O)Nc2ccccc2-c2ccccc2)cc1	-2.5	-5	-7	3.4	.	0.8	.	-22	-2.1	-1.9	5
CCC(=O)Nc1c2c(nn1-c1cccc(Cl)c1)CSC2	1.4	0	-2	3.5	0.1	0.6	0.1	1	0.3	-0.7	-1
